High-throughput results as filed in PubChem.
ARNT-TACC3 inh: ARNT/TACC3 interaction disruption | inhibition, % at 9.99 µM | Q9Y6A5 | AlphaScreen His-ARNT PAS-B/GST-TACC3 binding, luminescence; TACC3 fragment carries E629A point mutation | 390,000 compounds, 0.66% hits;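 active means mean inhibition of replicates at least 50% and at least half of replicates each reaching 50%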;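 further: 0% = complete ARNT plus TACC3 wells and 100% = ARNT alone without TACC3; many hits fall short of the cut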
INS-1E GSIS act: primary screen for activators of insulin secretion dependent on glucose, INS-1E cells, GLuc reporter luminescence; INS-1E GLuc reporter insulin secretion, 2-3 h; AID 743287; 370,000 compounds, 0.61% hits; activation, % at 16.6 µM;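 active means lowest replicate activation of at least 40%, so every replicate reaches that level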;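 further: 0% = median of neutral control wells and 100% = median of IBMX positive control wells; some compounds called inactive have numbers as strong as hits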
RAD54 branch: inhibitors of human RAD54 branch migration | Q92698 | RAD54 Holliday junction branch migration, FAM/BHQ fluorescence | inhibition, % at 10.4 µM | 360,000 compounds, 0.14% hits;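 active means mean normalized replicate activity at least 40 and at least half of replicates scoring 40 or more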;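 further: 0% = median of neutral control wells and 100% = median of positive control wells; inhibitors cause a drop in the FAM fluorescence signal; in these data hits start at about 50%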
Target sequence (Q92698 whole entry, looked up): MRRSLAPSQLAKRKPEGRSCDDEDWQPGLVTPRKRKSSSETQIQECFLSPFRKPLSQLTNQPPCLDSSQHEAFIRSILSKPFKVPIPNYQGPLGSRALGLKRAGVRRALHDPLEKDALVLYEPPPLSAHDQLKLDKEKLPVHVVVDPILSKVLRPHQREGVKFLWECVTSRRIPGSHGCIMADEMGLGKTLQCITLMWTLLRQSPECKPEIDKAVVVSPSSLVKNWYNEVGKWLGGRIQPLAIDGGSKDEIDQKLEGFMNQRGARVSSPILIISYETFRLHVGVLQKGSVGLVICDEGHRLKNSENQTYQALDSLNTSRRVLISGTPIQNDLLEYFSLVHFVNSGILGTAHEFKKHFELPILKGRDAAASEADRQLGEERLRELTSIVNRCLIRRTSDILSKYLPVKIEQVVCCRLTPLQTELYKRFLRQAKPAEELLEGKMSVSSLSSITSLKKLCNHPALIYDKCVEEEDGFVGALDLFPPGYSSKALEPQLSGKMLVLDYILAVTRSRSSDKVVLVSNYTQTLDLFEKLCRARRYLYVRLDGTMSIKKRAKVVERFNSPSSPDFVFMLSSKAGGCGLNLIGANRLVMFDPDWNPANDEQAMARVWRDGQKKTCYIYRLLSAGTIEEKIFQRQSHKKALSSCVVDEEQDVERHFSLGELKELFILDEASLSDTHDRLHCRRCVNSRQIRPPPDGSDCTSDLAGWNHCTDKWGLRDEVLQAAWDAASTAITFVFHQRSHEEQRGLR
The depositor's hits bear a star. Some of the compounds tested. The share of hits here may be higher or lower than overall.

structure	ARNT-TACC3 inh	INS-1E GSIS act	RAD54 branch
Cc1ccccc1NC(=O)CN1C(=O)S/C(=C\c2cccn2-c2cccc(C(=O)O)c2)C1=O	-2.9	0.8	1.9
O=C(CSc1cccc(C(F)(F)F)c1)Nc1cc(S(=O)(=O)N2CCCC2)ccc1Cl	-4.7	-20.7	-8.1
COC(=O)c1ccc(C(=O)OC)c(NC(=S)N2CCN(c3ccccc3F)CC2)c1	2.6	-6.2	-1.2
O=C(NCCCn1ccnc1)c1noc2c1CCc1ccccc1-2	5.9	-2.3	6.2
Nc1cc(OC(=O)c2ccco2)nn1S(=O)(=O)c1ccc(F)cc1	-3.0	14.1	-0.6
Cc1cc(NS(=O)(=O)c2ccccc2)n(-c2ccccc2)n1	-1.9	8.2	-4.8
COC(=O)c1cccc(NC(=O)c2cccnc2)c1	2.0	-8.1	-1.0
Cc1ccc(-c2cc(-c3ccc(Cl)cc3)c(C#N)c(N)n2)o1	-3.7	8.0	-1.5
CCN(CC)C(=O)CSc1nc(N)c2c3c(sc2n1)CC(C)CC3 (stereo unspecified)	-1.3	-12.0	0.5
COc1ccc(C)cc1NC(=O)CCCN1C(=S)NC(C)(C)CC1C (stereo unspecified)	0.2	0.0	-2.3
Cc1cc(NC(=O)c2cncc(Br)c2)n(-c2ccccn2)n1	-3.1	6.2	2.9
CCCc1nnc(NC(=O)Nc2ccccc2OC)s1	-0.4	-5.0	-3.7
O=C(COC(=O)c1ccc([N+](=O)[O-])s1)Nc1ccccc1	2.3	-13.3	8.7
Cc1ccccc1CSCCC(=O)NCCC1=CCCCC1	-1.3	-20.1	-0.5
C=CCOc1c(CNc2ncn[nH]2)cccc1OC	-3.4	19.3	1.6
CCN(CC)c1ccc(NC(=O)c2cccc(C)c2OC)c(C)c1	17.4	-8.8	-4.5
O=C(NCC1CCCO1)c1sc2ccccc2c1Cl (stereo unspecified)	-7.4	-4.4	1.6
CCOc1ccccc1OCCOc1ccccc1OC(C)C	-2.6	4.1	6.7
COc1ccc2nc(NC(=O)Cc3ccc(OC)c(S(=O)(=O)N4CCOCC4)c3)sc2c1	2.2	-30.5	-1.0
Cn1c(=O)nc2n(Cc3ccccc3)c3cccc(Cl)c3cc-2c1=O	-4.8	10.8	-9.3
O=C(Nc1cccc(C(F)(F)F)c1)c1cc(-c2cccs2)on1	-10.8	12.4	4.4
COc1ccc(OCC(=O)N2CCN(c3cccc(Cl)c3)CC2)cc1	0.5	-33.4	1.7
Nc1c(Cl)cc(Cl)cc1C(=O)OCC(=O)N1CCCC1	-7.7	5.2	1.1
O=C(/C=C/c1ccc(OCCCF)cc1)NCc1ccc(Cl)cc1	-2.7	0.5	-0.1
CCNc1nnc(CSc2nc3ccccc3s2)s1	3.1	-0.2	-4.3
COc1ccc(N=C2SC(CC(=O)Nc3ccccc3)C(=O)N2CCc2ccccn2)cc1 (stereo unspecified)	1.7	-29.6	1.8
Cc1ccc(Nc2nc(N)nc(CSC(=S)N3CCN(c4ccccc4)CC3)n2)cc1	0.1	-1.2	-2.6
CC(C)(C)NC(=O)Cn1c(=O)c(=O)n(Cc2ccccc2)c2ccc(Cl)cc21	-3.4	-12.9	-17.7
CCOC(=O)Cn1cnc2c(nnn2-c2ccc(OC)cc2)c1=O	-1.7	4.1	-5.2
CCOC(=O)/C=C1\SCC(=O)N1CC(=O)NC(C)c1ccccc1 (stereo unspecified)	-3.6	12.2	-11.5
COC(=O)c1nc2ccccc2s1	-6.1	20.2	-0.5
COc1ccc(C2Cc3ccccc3C(=O)O2)cc1 (stereo unspecified)	-3.0	17.7	2.3
Cc1ccc2nc(N(CCCN(C)C)C(=O)c3sc4ccccc4c3Cl)sc2c1	18.6	10.2	36.5
C=CCn1c(CNC(=O)c2cccs2)n[nH]c1=S	33.5	13.4	7.8
C#CCOC(=O)/C(=C/c1ccc(F)cc1)NC(C)=O	-1.7	19.8	8.8
CSc1nc2nccc(-c3ccc(Oc4ccccc4)cc3)n2n1	31.7	-14.0	4.8
CSCCC1C(=O)OC2(C)CC(C)(C)NC(=S)N12 (stereo unspecified)	9.2	-0.3	4.0
CCCC1S/C(=N/N=C/c2ccc(OC)cc2)N(Cc2ccccc2)C1=O (stereo unspecified)	25.1	-30.9	-2.7
Cc1occc1C(=O)NC1CCCCCCC1	-4.6	-2.5	4.6
Cc1cc(OCCn2ccnc2)ccc1C(C)C	-13.6	-5.3	-5.0
CCOC(=O)c1c(NC(=O)CN2CCOCC2)sc2c1CCCC2=O	1.5	20.0	-1.6
Clc1ccc(-n2nnnc2-c2cnc(-c3ccncc3)nc2-c2cccs2)cc1	6.5	-25.9	-0.8
COc1cccc(C(=O)OCCN2C(=O)c3ccccc3C2=O)c1OC	1.4	5.4	-11.9
O=C(OCC(=O)c1c[nH]c2ccccc12)c1cc2ccccc2cc1O	-1.0	13.2	0.0
CCOC(=O)c1cccc(NC(=O)Cn2c(CC(=O)NC)nc3ccccc32)c1	-6.0	-9.1	5.3
CCOC(=O)N1CCN(Cc2cn3ccccc3n2)CC1	-2.9	15.2	-6.6
Cc1cc(C)n2c(-c3ccccc3Cl)nnc2n1	-3.2	7.3	-7.7
Cc1ccc(-c2cc3ccccc3nc2N2CCCC2)cc1	-0.6	-17.9	1.9

Grouped by structure: those above with an NH in an aromatic ring.
structure	ARNT-TACC3 inh	INS-1E GSIS act	RAD54 branch
C=CCOc1c(CNc2ncn[nH]2)cccc1OC	-3.4	19.3	1.6
C=CCn1c(CNC(=O)c2cccs2)n[nH]c1=S	33.5	13.4	7.8
O=C(OCC(=O)c1c[nH]c2ccccc12)c1cc2ccccc2cc1O	-1.0	13.2	0.0

(list continues)
structure	ARNT-TACC3 inh	INS-1E GSIS act	RAD54 branch
N#Cc1c(NC(=O)C2CC2)sc2c1CCCCC2	1.2	-8.9	-11.7
CC(=NCCCn1ccnc1)c1c(-c2ccccc2)[nH]n(-c2nc3ccccc3s2)c1=O	2.2	11.4	8.3
CSc1nnc(Cc2cc(=O)[nH]c(=O)[nH]2)n1-c1cccc(C)c1	-1.1	14.6	-3.4
Cc1ccc(S(=O)(=O)N(Cc2ccccc2)c2ccccc2C(=O)NCc2cccnc2)cc1	2.5	22.8	-12.3
O=C(CNC(=O)c1ccc2c(c1)OCO2)N/N=C(Br)/C=C/c1ccccc1	-1.7	-22.6	5.4
Cc1ccc(OCCCCN2CCCCC2)c(Br)c1	-10.4	-1.5	4.9
COc1ccccc1/C=C/C(=O)OCC(=O)NNC(=O)c1ccccc1	1.4	6.6	-8.0
CCOc1ccc(C(C)(O)CN2CCOCC2)cc1 (stereo unspecified)	-18.9	10.9	3.0
COc1ccc(NS(=O)(=O)c2cc([N+](=O)[O-])ccc2N/N=C\c2c(C)[nH]c3ccccc23)cc1	-1.1	-23.0	3.2
Nc1nncn1C(=O)CCCN1C(=O)c2ccccc2C1=O	11.6	18.4	-8.2
COc1ccc(CN(C(=O)c2ccco2)c2ccc(C)cc2)cc1OC	8.8	-0.9	-4.8
Cc1cc(Nc2ccccc2)c2c([N+](=O)[O-])c(C)cc(C)c2n1	17.0	-21.7	3.0
CCOc1ccc(N=CC2=C(O)CC(c3ccco3)CC2=O)cc1 (stereo unspecified)	-1.4	14.9	-4.0
CS(=O)(=O)N(CCc1ccccc1)CC(=O)N1CCCCC1	4.5	0.8	-1.6
O=C(Nc1cc2c(cc1Cl)OCCCO2)c1ccco1	-0.1	10.7	-9.5
CN1C(=O)/C(=C/c2ccc(-c3ccccc3[N+](=O)[O-])o2)SC1=Nc1ccc(Cl)c(C(=O)O)c1	16.2	25.2	-28.3
CCN(CC)S(=O)(=O)c1ccc(OC)c(NC(=O)COc2ccc3c(C)cc(=O)oc3c2)c1	-0.7	18.3	12.4
N#Cc1c(-c2ccco2)c2c([nH]c1=S)CCCC2	1.0	2.8	-7.6
O=C(O)CSCC(=O)Nc1ccc(C2CCCCC2)cc1	-1.5	5.5	-5.9
CC(C)NC(=O)c1cccc(C(F)(F)F)c1	-13.8	3.5	-13.2
COc1n[nH]c(C(=O)Nc2cc(F)ccc2C)c1[N+](=O)[O-]	0.2	-9.3	9.2
Cc1[nH]c2ccccc2c1C(=O)CSC(=S)N(C)C	-1.0	9.9	5.4
COc1ccc(CCNC(=O)CC(NS(=O)(=O)c2ccc(NC(C)=O)cc2)C(C)C)cc1OC (stereo unspecified)	19.1	6.5	-6.2
O=C(NCc1ccccc1)c1ccc2c(c1)C(=O)N(Cc1ccncc1)C2=O	-3.3	1.4	11.1
CC(=O)Nc1ccc2oc(-c3ccccc3Br)nc2c1	29.9	1.5	-3.3
CN(C)S(=O)(=O)c1ccc(NC(=O)c2cc(F)c(F)cc2Cl)cc1	6.3	-13.8	5.0
N#C/C(=C\c1c(Cl)cccc1Cl)c1nc2ccccc2o1	0.5	18.1	-2.0
COc1ccc(/C=N/NC(=O)c2ccc(Br)o2)cc1Cn1cc([N+](=O)[O-])cn1	29.6	-4.8	-2.3
CCOC(=O)CN1C(=O)C2Cc3ccccc3CN2C1=S (stereo unspecified)	13.3	-8.0	-4.4
ON1C(c2ccccc2C(F)(F)F)N(O)[C@H]2CCCC[C@H]21 (stereo partly specified)	-7.3	10.8	-6.0
CCCCC1(C)NC(=O)N(CC(=O)Nc2ccc(S(=O)(=O)N3CCOCC3)cc2)C1=O (stereo unspecified)	-3.1	19.0	9.5
O=C(c1ccccc1)N1CCc2ccccc21	-3.7	35.7	6.7
O=C(NCc1cccnc1)c1cc(Sc2ccccc2Cl)nc2ccccc12	-6.4	4.6	2.3
O=C(NCCO)c1ccc(-c2nnc(N3CCOCC3)c3ccccc23)cc1	-4.3	2.1	3.7
CC(/C=N/NC(=O)c1n[nH]c2c1CCC2)=C\c1ccccc1	-6.0	-12.8	2.8
O=C(CC1c2ccccc2Oc2ccccc21)Nc1ccccc1F	-5.2	-17.8	-4.7
Cc1ccc(SCCC(=O)Nc2ccccc2C(=O)N2CCOCC2)cc1	-4.8	-7.1	0.4
COc1cccc(CC(NC(C)=O)C(=O)NC2CCN(c3c(Cc4ccccc4)c(C)nc4ncnn34)CC2)c1 (stereo unspecified)	-0.4	7.9	-4.8
Cn1c(Cn2c(=O)sc3ccccc32)nnc1SCc1ccccn1	-8.1	15.1	-2.0
CC[n+]1c(S(=O)(=O)[O-])ccc2ccc(C)cc21	-3.5	7.3	3.5
CCOc1ccc(/C(O)=C2/C(=O)C(=O)N(c3cc(C)on3)C2c2ccc(C(=O)OC)cc2)cc1 (stereo unspecified)	-6.9	-4.3	-12.4
COC(=O)N/N=C(\C)c1ccccc1OC(F)F	1.6	16.9	-3.3
Cc1ccc(C)c(NCCC#N)c1	-2.0	115.0	1.5
COC(=O)c1cnn2c3c(c(C)nc12)CCCC3	-8.9	-6.9	-1.9
CSc1nc2c(c(=O)[nH]1)C(c1cccs1)C1=C(CCCC1=O)N2 (stereo unspecified)	-1.8	-6.7	0.7
Cc1cc2cc(CCNC(=O)c3ccc(C)c([N+](=O)[O-])c3)c(=O)[nH]c2cc1C	-0.5	-26.6	0.0
CCN(CC)CCOC(=O)c1ccc(NC(=O)C(C)NC(=O)C23CC4CC(CC(C4)C2)C3)cc1 (stereo unspecified)	-1.4	-24.7	7.5
CC1(c2ccccc2)NC(=O)N(Cc2ccc([N+](=O)[O-])cc2)C1=O (stereo unspecified)	3.8	-16.7	5.2
Cc1cc(C)nc(NS(=O)(=O)c2ccc(N3C(=O)C4C5C=CC(C5)C4C3=O)cc2)n1 (stereo unspecified)	-19.6	2.4	-3.2
S=C(NNc1ccc2ccccc2c1)NC1CCCCC1	-3.1	-2.0	-5.0
O=C(O)/C=C/c1cccc(NS(=O)(=O)c2ccccc2)c1	-4.0	12.3	-2.5
COC(=O)c1ccc(COc2ccccc2/C=C(\C#N)C(=O)Nc2ccccc2C)cc1	18.8	50.4	-8.2
Cc1ccc(NC(=S)NCC2CCCO2)cc1C (stereo unspecified)	-1.7	2.9	6.7
CC1=C(C(N)=O)C(c2cccs2)n2nc(-c3cccc(C)c3)nc2N1 (stereo unspecified)	-2.9	8.1	-8.9
CCCC1=[N+](CC(=O)c2ccccc2)CCn2c(C)ccc21	2.0	-16.5	-11.3
CSc1nncc(/C(C)=N\Nc2ccccc2)n1	-3.0	30.6	-21.3

Next part
structure	ARNT-TACC3 inh	INS-1E GSIS act	RAD54 branch
CCSc1oc(-c2ccco2)nc1S(=O)(=O)c1ccc(F)cc1	4.4	0.2	-2.6
COc1ccc(NC(=O)C2Cc3ccccc3CN2C(=O)c2ccccc2)cn1 (stereo unspecified)	7.0	9.8	-7.9
CCC(CC)C(=O)Nc1ccc(C(=O)c2ccccc2)cc1	0.8	-14.1	5.5
Cn1c(N)c(C(=O)COC(=O)c2ccc(Cl)c(S(=O)(=O)N3CCCCC3)c2)c(=O)n(C)c1=O	-1.4	-0.3	-2.5
